KDM4E inh = JMJD2E (human) inhibition | Potency, µM (top dose mostly 57.1 µM), inactives show at the highest dose activity change, negative = inhibition, usual class: inhibitors | B2RXH2 | actives 1.6% (n = 230,000) | JMJD2E catalytic domain, FDH-coupled NADH fluorescence (FDH is formaldehyde dehydrogenase); active = well fitted inhibition curve with a large enough effect, not every such curve was filed as active; inconclusive = small, poorly fitted or top-dose-only effect, or another doubt; inactive = no such curve, though single readings can be large or run the other way;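 also: 0% = wells with enzyme and -100% = buffer wells without enzyme; nearly all actives have a fitted effect of over 50% in size; many of its hits are not listed in these tables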
Tau FP inhib = blocks human tau fibril formation measured by polarization. P10636. K18 P301L tau heparin fibrillization, Alexa594 FP, 6 h. Potency, µM (series often up to 57.7 µM), for the others: at the top dose activity, negative = inhibition, most hits filed as inhibitors. actives 0.39% (n = 280,000); also: nearly all actives have a fitted effect of over 55% in size
Target sequence (P10636 561-689 P618L limits assumed): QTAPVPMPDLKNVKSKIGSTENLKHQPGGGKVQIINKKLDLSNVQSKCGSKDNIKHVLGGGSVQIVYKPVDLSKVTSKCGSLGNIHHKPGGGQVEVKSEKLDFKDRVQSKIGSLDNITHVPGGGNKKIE
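Recombinant K18 P301L […], labeled with Alexa 594 at 0.24 uM over 15 uM unlabeled; heparin inducer 20 uM final; 37 C, 6 hr; FP endpoint.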
RGS12 GoLoco inh = inhibitors of human Gai1-RGS12 GoLoco interaction (red fluorophore); P63096; Gai1:RGS12 GoLoco peptide FP, rhodamine, 10 min; Potency, µM (doses to about 61.6 µM), inactives show at the highest dose activity, negative = inhibition, most hits filed as inhibitors; actives 0.44% (n = 230,000); active = well fitted inhibition curve with a large enough effect, not every such curve was filed as active; inactive = no such curve, though single readings can be large or run the other way; also: nearly all actives have a fitted effect of over 30% in size; many of its hits are not listed in these tables
L3MBTL1 block = blocks human L3MBTL1 | AlphaScreen L3MBTL1–H3K9me1 peptide binding | Potency, µM (highest dose often 57.1 µM), for inactives: top-dose activity, negative = inhibition, most hits filed as inhibitors | actives 0.66% (n = 230,000); also: nearly all actives have a fitted effect of over 60% in size
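Read-out is AlphaScreen signal from streptavidin donor and nickel chelate acceptor beads (10 ug/mL final each) bridging L3MBTL1 (50 nM) and biotinylated K9-monomethylated H3(1-15) peptide (75 nM), after 30 min compound exposure at room temperature.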
TRb-SRC2 inh = inhibitors of human thyroid hormone receptor beta-SRC2 interaction | actives 0.065% (n = 280,000) | P10828 | AID 1469 | Potency, µM (titrated, usually from 106 µM), without a hit: at the highest dose activity change, negative = inhibition, usual class: inhibitors | TRbeta-SRC2 peptide binding, fluorescence polarization; receptor liganded with 1 µM T3;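 also: plate controls were bound peptide for no effect and peptide without receptor for full effect; nearly all actives have a fitted effect of over 50% in size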
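Read-out is fluorescence polarization (555 nm excitation, 632 nm emission) of a Texas Red SRC2 coactivator peptide; loss of signal reflects blocked binding to human TRb ligand-binding domain in the presence of 1 uM T3.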
Tau fibril ThT = inhibitors of human tau fibril formation, thioflavin T binding; P10636; AID 1460; Potency, µM (top dose mostly 57.4 µM), for inactives: at the highest dose activity, negative = inhibition, usual class: inhibitors; recombinant tau K18 P301L (four-repeat tau fragment), heparin-induced fibrillization, ThT fluorescence; actives 2.1% (n = 270,000); also: nearly all actives have a fitted effect of over 55% in size
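K18 P301L tau (15 uM + 0.24 uM Alexa 594-tagged), heparin 20 uM, NaOAc pH 7, 6 h 37 C; ThT 30 uM, 1 h RT, ex 450/em 510 nm.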
RECQ1 helicase = blocks DNA unwinding by human RECQ1. P46063. RECQ1 DNA unwinding, red fluorescence kinetic read. Potency, µM (series often up to 57.3 µM), inactives show top-dose activity, negative = inhibition, most hits filed as inhibitors. actives 0.54% (n = 240,000). AID 2549;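 also: plate controls were vehicle for no effect and no enzyme for full effect; nearly all actives have a fitted effect of over 30% in size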
Target sequence (P46063 whole entry, looked up): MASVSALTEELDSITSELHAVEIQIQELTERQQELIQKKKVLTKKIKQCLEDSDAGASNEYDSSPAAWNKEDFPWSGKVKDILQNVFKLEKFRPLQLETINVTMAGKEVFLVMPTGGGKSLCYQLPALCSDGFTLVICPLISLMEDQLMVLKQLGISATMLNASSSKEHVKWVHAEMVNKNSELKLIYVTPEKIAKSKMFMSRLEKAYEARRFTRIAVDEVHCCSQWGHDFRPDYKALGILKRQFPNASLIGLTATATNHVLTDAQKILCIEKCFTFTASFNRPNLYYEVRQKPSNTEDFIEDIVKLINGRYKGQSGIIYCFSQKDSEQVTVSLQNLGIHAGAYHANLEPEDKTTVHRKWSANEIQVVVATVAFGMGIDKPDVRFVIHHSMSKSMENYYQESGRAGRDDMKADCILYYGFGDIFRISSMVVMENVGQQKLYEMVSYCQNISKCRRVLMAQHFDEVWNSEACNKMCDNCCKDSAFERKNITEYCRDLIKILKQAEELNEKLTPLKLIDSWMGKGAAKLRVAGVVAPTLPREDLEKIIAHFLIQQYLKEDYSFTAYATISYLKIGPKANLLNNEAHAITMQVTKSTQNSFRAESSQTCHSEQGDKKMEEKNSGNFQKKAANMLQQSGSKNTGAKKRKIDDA
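50 nM RECQ1T1 preincubated 15 min with compound in Tris pH 8.0 buffer with MgCl2, DTT, Tween-20 and 2.5 ug/ml poly(dI-dC); started with 200 nM TAMRA/BHQ-2 forked duplex and 2 mM ATP. Unwinding read as fluorescence (525/598 nm), two reads 2 h apart.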
TR SRC2 fluor cs = counter-screen for TRb-SRC2 inhibitors: fluorescence interference; TRb/SRC2 Texas Red total fluorescence interference; Potency, µM (doses to about 106 µM), for inactives: at the top dose fluorescence change, negative = quenching; actives 0.29% (n = 280,000); active = well fitted curve in either direction with a large enough effect; inconclusive = small, poorly fitted or top-dose-only effect
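Human TRb ligand-binding domain at 0.6 uM with 20 nM Texas Red SRC2 peptide in Tris buffer containing 1 uM T3 and 5% DMSO, incubated with compound 5 h at ambient temperature. Total fluorescence (555/632 nm) calculated as parallel + 2 × perpendicular.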
Active calls of the source: *; i = inactive; ? = inconclusive; . = no result given; [ ] = another dose, or the depositor's remark. Unless noted, calls follow the shape of the dose curve; as a rule, active = well fitted curve in the direction sought with a large enough effect; inconclusive = small, poorly fitted or top-dose-only effect, or another doubt; inactive = no such curve, though single readings can be large; an effect the other way counts as inactive or inconclusive. Unless noted, % is scaled to controls: 0 for no effect and ±100 for the full control effect; potency is read from the fitted curve at half-maximal effect.

SMILES | TRb-SRC2 inh | KDM4E inh | RECQ1 helicase | RGS12 GoLoco inh | L3MBTL1 block | Tau fibril ThT | TR SRC2 fluor cs | Tau FP inhib
O=C(CC1N=C2c3ccccc3N=C(SCc3cccc(Cl)c3)N2C1=O)NCCc1ccccc1 (stereo unspecified) | -6% | . | . | . | . | -12% | -42% | 13%
Cc1ccc(-n2nnnc2C(Cl)c2nnnn2-c2ccc(C)cc2)cc1 | -5% | -2% | -11% | -5% | -3% | 20µM* | 0% | ?
Cc1cccc(-n2c3nc(=O)[nH]c(=O)c-3cc3c(C)nn(-c4ccccc4)c32)c1 | 2% | ? | 2% | 4% | 7% | 5% | -3% | 12%
CC(=O)/C=C1/C(=O)Nc2ccccc21 | 3% | 1% | i | -5% | . | ? | 0% | -10%
O=C(c1ccc(N2C(=O)CCC2=O)cc1)N1CCOCC1 | 2% | 3% | -4% | 4% | 7% | -1% | -6% | -4%
Cc1ccc(C)c(CN2C(=O)c3ccccc3S(=O)c3ccc(C(=O)N4CCC(C)CC4)cc32)c1 (stereo unspecified) | -9% | . | . | . | . | -7% | 1% | 1%
Cc1ccc(NC(=O)CC2C(=O)N(Cc3ccccc3)C(=S)N2NC(=O)c2ccccc2)c(C)c1 (stereo unspecified) | 8% | 2% | 1% | -5% | 7% | 1% | 1% | -20%
CCOC(=O)c1cccc(NC(=O)c2cc3cc4ccc(C)cc4nc3s2)c1 | -8% | . | . | . | . | -15% | -1% | ?
COc1cc(NS(=O)(=O)c2ccc(OC)c(C)c2C)c(OC)cc1Cl | 1% | 0% | -3% | 5% | -7%[11.4 µM] | -16% | 0% | -3%
CCOC(=O)Cn1c(=O)n(C2CCCCC2)c2nc(-c3ccc(OCC)cc3)nc(C(N)=O)c21 | 0% | . | . | . | . | 7% | ? | -3%
O=C(CSc1ccc(-c2cccc([N+](=O)[O-])c2)nn1)NCc1ccccc1 | 2% | -4% | -5% | -3% | 10% | -12% | -4% | -1%
CN(CC(=O)Nc1cccc(C(F)(F)F)c1)S(=O)(=O)c1cccs1 | 6% | . | . | . | . | 1% | -30% | -7%
COc1ccc(-c2noc(C3CCCN(C(=O)Nc4ccccc4)C3)n2)cc1 (stereo unspecified) | 0% | ? | -6% | 8% | -11% | -4% | -3% | -7%[2.34 µM]
CCOC(=O)NC(=O)/C(N=Nc1cccc(C(F)(F)F)c1)=C(\C)O | 1% | 4% | i | 3% | 5% | 3% | 0% | -9%
CN(Cc1ccco1)C(=O)Cn1c(=O)oc2cc(S(=O)(=O)NCc3ccccc3)ccc21 | -2% | 0% | 2% | 0% | 8% | 1% | -1% | 5%
CCOC(=O)c1ccc(NC(=O)Cn2nnc(-c3ccccc3F)n2)cc1 | 0% | 10% | -6% | -13% | 1% | 8% | 0% | -10%
Cn1c(=O)c2[nH]c(N3CCN(c4cccc(O)c4)CC3)nc2n(C)c1=O | 1% | -1% | -9% | 1% | . | ? | -2% | -12%
Cc1nn(Cc2ccc(C(=O)N3c4ccc(F)cc4CCC3C)o2)c(C)c1Br (stereo unspecified) | -4% | -4% | -5% | 1% | . | -20% | 1% | 5%
O=C1N=c2ccccc2=C1c1c(O)n(-c2cccc(F)c2)[nH]c1=O | 4% | ? | 3% | 9% | 0% | 14µM* | -4% | ?
Cc1c(Cl)cccc1NC(=O)CSCC(N)=O | -1% | 0% | -16% | 10% | 5% | -3% | -1% | 0%
COc1cc2c(cc1NC(=O)CSc1nnc(Cc3cccs3)n1Cc1ccco1)oc1ccccc12 | 5% | -18% | -7% | 14% | . | ? | 0% | 8%
CC(=O)N1CCN(C(=O)CCc2nc3sc4c(c3c(=O)[nH]2)CCCC4)CC1 | 1% | -4% | -14% | 8% | 0% | -5% | -1% | 3%
O=C(/C=C/c1ccco1)Nc1cccnc1Cl | -7% | -30% | ? | 15% | -30% | ? | 0% | ?
O=C1N(CC(=O)N2CCc3ccccc32)CCN1Cc1ccc(Cl)cc1 | 2% | -1% | i | 5% | . | -3% | -2% | 1%
CC(=O)c1cccc(NC(=O)c2cc(Cl)sc2Cl)c1 | 1% | 5% | -6% | 19% | 10% | -13% | 5% | 3%
Cc1cc(N2C(=O)c3ccc(C(=O)NCc4ccccc4)cc3C2=O)no1 | -9% | -6% | 3% | 3% | . | -17% | 1% | -9%
Cn1c(=O)c2c(nc(SCCNS(=O)(=O)c3ccccc3)n2C)n(C)c1=O | 9% | -1% | -6% | 4% | 7% | -8% | 1% | -11%
CNC(=O)CCSSCCC(=O)NC | -3% | -1% | -3% | -1% | 11% | -15% | -1% | -10%
CCCCN(CCCC)S(=O)(=O)c1ccc(NC(=O)CN2CCOCC2)cc1 | 2% | 4% | -7% | -6% | . | 9% | -4% | -13%
CSc1nnc(C)c(=O)n1COC(=O)COc1ccc(Cl)cc1Cl | -1% | 52%[activator] | -1% | -1% | . | -15% | -1% | -7%

Entries of single compounds, looked up by structure. Screens in order: TRb-SRC2 inh, KDM4E inh, RECQ1 helicase, RGS12 GoLoco inh, L3MBTL1 block, Tau fibril ThT, TR SRC2 fluor cs, Tau FP inhib
`O=C1N(CC(=O)N2CCc3ccccc32)CCN1Cc1ccc(Cl)cc1` is listed as 2%, -1%, i, 5%, ., -3%, -2%, 1%
`CNC(=O)CCSSCCC(=O)NC` is listed as -3%, -1%, -3%, -1%, 11%, -15%, -1%, -10%
`Cn1c(=O)c2c(nc(SCCNS(=O)(=O)c3ccccc3)n2C)n(C)c1=O` is listed as 9%, -1%, -6%, 4%, 7%, -8%, 1%, -11%

New compounds follow:
SMILES | TRb-SRC2 inh | KDM4E inh | RECQ1 helicase | RGS12 GoLoco inh | L3MBTL1 block | Tau fibril ThT | TR SRC2 fluor cs | Tau FP inhib
N#CCCn1c(SCC(=O)Nc2ccc(N3CCOCC3)cc2)nc2ccccc21 | -9% | -14% | -5% | 4% | -4% | ? | -2% | 1%
O=C(NC1CCCCCCC1)c1ccc2c(c1)OCO2 | -10% | -4% | i | -2% | 2% | -5% | -3% | -1%
CSC1=NCCN1C(=O)c1ccc2ccccc2c1 | 1% | 7% | 0% | -8% | . | . | -1% | -6%
CC(=O)N(c1cccc(C(F)(F)F)c1)c1nc(/C=C/C(=O)O)cs1 | -3% | -6% | -2% | 1% | . | . | -2% | 3%
C/C(=N\OC(=O)c1c(-c2c(F)cccc2Cl)noc1C)c1nccs1 | -4% | -2% | -6% | -8% | -2% | -6% | 0% | -6%
Cc1ccc(-c2cc(C(=O)NC(C)c3ccccc3)c3ccccc3n2)cc1C (stereo unspecified) | -2% | . | . | . | . | 15% | 1% | 1%
COc1ccc(/C=N/NC(=O)CNC(=O)c2cccs2)cc1 | -6% | 4% | -8% | 11% | 4% | -2% | -1% | 1%
COc1ccc(N(C)C(=O)c2ccc3snnc3c2)cc1 | -1% | -8% | -9% | -3% | 6% | 3% | -1% | -3%
CN(c1ccccc1)S(=O)(=O)c1cccc(C(=O)Nc2ccc3c(c2)CCC3)c1 | -12% | -1% | -12% | -14% | 0% | -7% | 0% | -12%
CCOC(=O)C1=C(C)NC2=C(C(=O)CC(C)(C)C2)C1c1ccc(N(C)C)cc1 (stereo unspecified) | -2% | ? | ? | -27% | 5%[11.4 µM] | -20% | 0% | -4%
NS(=O)(=O)c1ccc(CCNC(=S)Nc2ccccc2)cc1 | ? | 0% | -9% | 4% | 27% | -4% | -82%[53 µM] | 5%
CC[C@@H](C)[C@H](NS(=O)(=O)c1cccc2ccccc12)C(=O)N[C@H](C=O)Cc1c[nH]c2ccccc12 | -3% | . | -1% | 4% | . | ? | 1% | 3%
Cc1ccc(S(=O)(=O)NC2OC(=O)C(Cl)=C2Cl)cc1 (stereo unspecified) | -15% | -7% | -1% | -7% | . | 28µM* | -4% | ?
COc1ccc(C(=O)NNC(=O)CSc2nnc(-c3ccc(O)cc3)n2C)cc1 | -6% | -5% | -9% | -4% | 6% | -7% | 0% | -3%
Cc1cc(NC(=O)CSc2ncn(-c3ccccc3)n2)no1 | -5% | -1% | 3% | 9% | -1% | -17% | -2% | -3%
CSc1nc2n(n1)C(c1ccccn1)C1=C(CC(C)(C)CC1=O)N2 (stereo unspecified) | -2% | ? | -2% | 5% | . | 4% | 4% | 9%
CCOc1ccc(CCNC(=O)c2[nH]c(C)c(C(C)=O)c2CC)cc1OCC | -3% | -1% | 1% | 9% | . | -13% | 0% | -1%
Cc1nn(CCC#N)c2nc(-c3ccccc3)cc(C(F)(F)F)c12 | 7% | ? | i | 8% | 6% | 1% | -5% | -3%
Cc1ccc(CN2CC34C=CC(O3)C(C(=O)NCc3ccc5c(c3)OCO5)C4C2=O)cc1 (stereo unspecified) | -6% | -1% | -12% | 3% | 2% | -10% | 0% | 1%
O=C(NCc1ccc2c(c1)OCO2)c1cc(-c2ccc(Cl)cc2Cl)on1 | -7% | -1% | i | -4% | 50%[activator] | 10% | -6% | -13%
CCCS(=O)(=O)c1c(S(=O)(=O)CCC)c2c(C)cccn2c1C(N)=O | 4% | -11% | i | -2% | 6% | -4% | 3% | -9%
CCc1ccccc1NC(=O)c1ccc(Cn2nc(N3CCN(c4ccccc4)CC3)ccc2=O)o1 | 2% | . | . | . | . | ? | -2% | -7%
Cc1cc2ccccc2cc(C)c1=O | 4% | -8% | -4% | 7% | 6% | 5% | -2% | -1%
CSc1ccc(-c2nc3ccc(C)cn3c2Nc2ccccc2C)cc1 | -5% | . | . | . | . | -9% | -1% | -2%
COc1ccc(C(=O)NCC2CCCO2)cc1 (stereo unspecified) | -1% | -1% | -5% | -10% | 23% | -8% | 1% | 9%
CCOCCCNC(=O)c1ccc(N(C)S(=O)(=O)c2ccc(OC)cc2)cc1 | -27% | 3% | i | 1% | . | -6% | 1% | 2%

An excerpt, so the mix of outcomes need not match the whole.
